Bioassay records (PubChem BioAssay)
TRPC4 block: TRPC4 (mouse) channel inhibition; HEK293 TRPC4beta/mu-opioid, DAMGO-evoked Fluo4 calcium flux; active compounds read low; 0.39% of 300,000 active; B-score at 10 µM;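 active = B-score over 3 SD under the library average, no early fluorescence shift, positive overall ratio signal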
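Assay system: HEK293 cells with stable TRPC4beta plus mu-opioid receptor expression. Dosing: single dose. Measured by: Fluo4 Ca2+ flux fluorescence. Also added: DAMGO in two steps, submaximal then maximal. Read-out: B score from integrated Fluo4 fluorescence ratio.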
Platelet DG rel: platelet dense granule release activity; human platelet-rich plasma, SFLLRN dense granule ATP release, luminescence; inhibition, %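 (compounds screened at 7.5 µM in platelet-rich plasma)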; 0.22% of 300,000 active;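 active = mean replicate score, as percent of positive control, at or above 50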
RGS4 inh: inhibitors of human RGS4; B-score at 10 µM; HEK293 M3R/RGS4 inducible, Fluo-4 calcium flux; active compounds read high; triggered by carbachol at its EC20; 0.45% of 310,000 active; P49798;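 active = B-score, a plate-corrected calcium signal, over three deviations above library mean, with baseline fluorescence within five deviations of library mean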;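 also: RGS4 expression induced by doxycycline in cells with stable M3 receptor; B-score is computed from the integrated fluorescence ratio over baseline after carbachol; higher B-score means a larger calcium signal and so more RGS4 inhibition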
Target sequence (P49798 whole entry, looked up): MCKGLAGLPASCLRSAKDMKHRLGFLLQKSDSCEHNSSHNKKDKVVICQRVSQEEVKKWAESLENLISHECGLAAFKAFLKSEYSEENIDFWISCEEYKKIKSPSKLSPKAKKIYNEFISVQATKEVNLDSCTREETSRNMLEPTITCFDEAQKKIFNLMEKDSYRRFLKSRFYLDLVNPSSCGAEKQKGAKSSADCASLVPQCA
MrgX1 allo act: human MrgX1 positive allosteric modulation, primary screen; 0.63% of 310,000 active; Q96LB2; MrgX1-HEK293, Fluo-4 calcium flux, FDSS; active compounds read high; B-score at 10 µM;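 active = plate-corrected calcium response at least 3 library SD above typical, normal starting fluorescence, not activating the receptor alone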;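 also: compound read alongside a low EC10 to EC30 dose of BAM8-22 agonist; peak minus trough fluorescence over baseline measured at the second addition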
Target sequence (Q96LB2 whole entry, looked up): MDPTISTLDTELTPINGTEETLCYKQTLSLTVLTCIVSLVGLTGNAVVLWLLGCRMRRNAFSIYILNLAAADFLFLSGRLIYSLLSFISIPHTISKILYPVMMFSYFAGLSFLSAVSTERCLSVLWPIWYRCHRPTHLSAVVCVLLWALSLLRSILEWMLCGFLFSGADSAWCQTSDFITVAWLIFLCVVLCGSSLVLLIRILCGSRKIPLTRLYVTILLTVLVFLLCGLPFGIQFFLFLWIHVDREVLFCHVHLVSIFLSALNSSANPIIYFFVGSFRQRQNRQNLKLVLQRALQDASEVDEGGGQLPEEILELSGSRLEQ
TRPC6 act: activators of mouse TRPC6 channel; Q61143; B-score at 10 µM; 0.13% of 310,000 active; AID 2550; HEK293-TRPC6 membrane potential dye fluorescence; active compounds read high;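 active = B-score of the integrated fluorescence ratio above library mean plus 3 SD, and starting fluorescence ratio within library mean plus 5 SD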;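 also: higher score means more depolarization so channel activation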
MrgX1 agonist: agonists of human MrgX1 receptor; Q96LB2; MrgX1-HEK293 cells, Fluo-4 calcium fluorescence, agonist mode; active compounds read high; B-score at 10 µM; 0.44% of 310,000 active; AID 588627;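 active = calcium response B-score plate-corrected fluorescence ratio at least 3 library SD, with starting fluorescence B-score inside 5 SD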
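Material: MrgX1-expressing HEK293 cells; input: 15,000 cells per well; doses: test compound given as first of three sequential additions; schedule: overnight plating before 1 h dye loading; technique: Fluo-4 NW calcium-flux fluorescence, kinetic read; evaluation: baseline-normalised fluorescence change ratio, B-scored; control set: plate-wise positive and negative controls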
RGS4 act: potentiators or activators of RGS4; HEK293 M3R/inducible RGS4, carbachol calcium flux Fluo4; active compounds read low; B-score at 10 µM; 0.92% of 310,000 active; AID 463111;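 active = B-score of the integrated calcium signal more than 4 SD below the library mean, with starting fluorescence not abnormally high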;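 also: negative B-score means reduced calcium response which marks RGS4 activation or potentiation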
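test system = HEK293 cells with stable M3R and inducible RGS4 | schedule = recording 10 s baseline at 1 Hz, 100 s post-agonist | technique = Fluo4-AM (2 µM) calcium-flux fluorescence, kinetic read | measure = Agonist-evoked peak-minus-minimum fluorescence over baseline, integrated ratio, B score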
HIF act: HIF pathway transcriptional activation. U2OS HRE-luciferase reporter, luminescence; normalized: DMSO 0%, desferrioxamine 100%. 0.32% of 300,000 active. activation, % at 7.5 µM (by protocol);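 active = mean activation of at least 10% of the iron chelator positive control signal, with at least half of replicates also reaching 10%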
TRPC6 inhibitor: inhibitors of mouse TRPC6 channel; Q61143; HEK293-TRPC6, membrane potential dye, ACh-evoked depolarization; active compounds read low; B-score at 10 µM; 1.1% of 310,000 active; AID 2553;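 active = B-score under library mean minus 3 SD, initial fluorescence not abnormally high, positive integrated signal ratio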;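 also: B-score derived from integrated fluorescence ratio over the kinetic read; more negative B-score means stronger inhibition of depolarization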
MrgX1 antagonist: antagonists of human MrgX1 receptor; MRGX1-HEK293 calcium flux, Fluo-4, BAM8-22 antagonism; active compounds read low; B-score at 10 µM; 1.3% of 310,000 active; AID 588676;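 active = calcium-response B-score plate-corrected more than 3 library SD below zero, starting fluorescence within 5 deviations, no agonist response on first addition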;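 also: peak minus trough fluorescence over baseline after final BAM8-22 challenge near maximal dose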
SKKanGAS inh: inhibitors of SKKanGAS S. pyogenes growth in kanamycin (SK-promoter or general growth effect); 1.3% of 300,000 active; BacTiter-Glo, 6 h; inhibition, % at 7.5 µM;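 active = mean replicate score, as percent of positive control median, at least 50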;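 also: strain carries kanamycin resistance gene driven by streptokinase promoter and grows in 40 µg/ml kanamycin; loss of luminescence reflects streptokinase promoter inhibition or plain growth inhibition; 0% = median of DMSO wells and 100% = positive control at its reference dose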
An asterisk follows results filed as active; i = inactive; . = no result given.

Structure | TRPC4 block | Platelet DG rel | RGS4 inh | MrgX1 allo act | TRPC6 act | MrgX1 agonist | RGS4 act | HIF act | TRPC6 inhibitor | MrgX1 antagonist | SKKanGAS inh
Cc1ccc(NS(=O)(=O)c2cc(NC(=O)c3ccc4c(c3)NC(=O)CS4)ccc2Cl)c(C)c1 | i | 2 | i | i | i | i | i | -0.2 | i | i | 38
O=C(N/N=C/c1cccc2ccccc12)c1cccnc1 | i | -1 | i | i | i | i | i | 0.6 | i | i | -25
CC1CCN(C(=O)C2CCN(S(=O)(=O)c3ccc4c(c3)CC(C)N4C(=O)C3CC3)CC2)CC1 (centres undefined) | i | 6 | i | i | i | i | i | -0.3 | i | i | -7
CCC(C)c1ccc(S(=O)(=O)N2CC(=O)Nc3ccccc32)cc1 (centres undefined) | i | 4 | i | i | i | i | i | -0.6 | i | i | 3
CCOC(=O)C1CCN(Cc2ccccc2C)CC1 | i | 7 | i | i | i | i | i | 0.1 | i | i | -5
Cc1sc2nc(SCC(=O)NCCOCCO)n(C)c(=O)c2c1C | i | -12 | i | i | i | i | i | -0.2 | i | i | .
CC(=O)Nc1ccc(C(=S)NCCCO)cc1 | i | -2 | i | i | i | i | i | -0.9 | i | i | 4
COc1ccc(CC(=O)Nc2c3c(nn2-c2cccc(C)c2C)CS(=O)C3)cc1OC (centres undefined) | i | 0 | i | i | i | i | i | -0.3 | i | i | -2
CC(=O)Nc1ccc(C(=O)NCCc2ccccc2)cc1 | i | -8 | i | i | i | i | i | 2.4 | i | i | -3
Cc1ccc(OCC(=O)NC2=NCCS2)cc1 | i | 2 | i | i | i | i | i | 0.7 | i | i | 6
COc1ccc(CN(C(=O)c2cc3ccccc3oc2=O)C2CCS(=O)(=O)C2)cc1 (centres undefined) | i | -1 | i | i | i | i | i | 0.7 | i | i | 8
O=C(O)c1ccccc1CSC1=NCCS1 | i | 1 | i | i | i | i | i | -0.1 | i | i | -3
Cc1c(C(C)(C)C)c(C=S)n2ccccc12 | i | -5 | i | 8.5* | i | i | i | -0.2 | i | i | -3
CC1=NN(c2ccccc2)C(=O)C1=C(C)C | i | -4 | i | i | i | i | i | -0.4 | i | i | -9
Cc1ccc(NC(=O)COCC(=O)Nc2ccc(C)cc2)cc1 | i | 7 | i | i | i | i | i | 0.3 | i | i | -2
COc1ccccc1/C=C/C=c1\sc2nc(=O)c(Cc3ccccc3)nn2c1=O | i | 3 | i | i | i | i | i | -0.5 | i | i | 7
N#CC1=C(SCc2ccccc2)NC(=O)CC1c1ccccc1 (centres undefined) | i | -2 | i | i | i | i | i | -0.5 | i | i | 18
COc1ccccc1N1C(=O)CC(N2CCc3ccccc32)C1=O (centres undefined) | i | -5 | i | i | i | i | i | 0.6 | i | i | 16
Nc1cccc(C2=Nc3cccc4cccc(c34)N2)c1 | i | 2 | i | i | i | i | i | 0.0 | i | i | 5
COc1ccc(N(C(=O)/C=C/c2ccccc2)C2=CC3CCC(C2)N3C)cc1 (centres undefined) | i | -2 | i | i | i | i | i | -0.7 | i | i | 3
COc1ccc(-n2cnc3scc(-c4ccc(OC)c(OC)c4)c3c2=O)cc1 | i | -10 | i | i | i | i | i | -0.5 | i | i | -8
O=C(c1ccc(OC2CCN(C/C=C/c3ccc(F)cc3)CC2)cc1)N1CCCCC1 | i | 12 | i | i | i | i | i | -0.1 | i | i | -23
COC(=O)C1=C(C)N(CCCC(=O)O)C(=O)NC1c1ccc([N+](=O)[O-])cc1 (centres undefined) | i | -1 | i | i | i | i | i | -0.1 | i | i | 0
CCCCN(CC)C(=O)c1oc2ccc(S(=O)(=O)N3CCCC3)cc2c1C | i | -3 | i | i | i | i | i | -0.5 | i | i | -3
COc1ccccc1C1CC(c2ccc(NS(C)(=O)=O)cc2)=NN1C(=O)c1ccccc1 (centres undefined) | i | 7 | i | i | i | i | i | 0.1 | i | i | -3
Cc1cc(C)nc(NS(=O)(=O)c2ccc(Br)s2)c1 | i | -2 | i | i | i | i | i | 0.2 | i | i | 4
COc1cccc(C(=O)CSc2nnnn2C)c1 | i | -1 | i | i | i | i | i | 0.2 | i | i | 1
CCOc1cc(/C=N/NC(=O)COc2ccc(Cl)cc2)ccc1OS(=O)(=O)c1ccccc1 | i | 3 | i | i | i | i | i | -0.3 | i | i | 15
CC(C)(C)NC(=S)NCc1ccncc1 | i | -1 | i | i | i | i | i | 0.1 | i | i | 2
COc1ccc(Cn2nnc3ccccc32)cc1 | i | -1 | i | i | i | i | i | 0.1 | i | i | -2
CC(=O)n1cc(/C=C2/N=C(c3ccccc3)OC2=O)c2ccccc21 | i | 24 | i | i | i | i | i | 0.2 | i | i | -16
COc1cc(C(=S)N2CCCC2)cc(Cl)c1OCC(=O)Nc1ccc(C)cc1C | i | -11 | i | i | i | i | i | -0.5 | i | i | 2
CCN(C(N)=S)c1ccccc1 | i | 1 | i | i | i | i | i | 0.1 | i | i | -2
OC1CCCN(Cc2ccc3ccc4cccc5ccc2c3c45)C1 (centres undefined) | i | 0 | i | i | i | i | i | -0.2 | i | i | 7
CCc1ccccc1NC(=O)CCC(=O)c1cccs1 | i | 1 | i | i | i | i | i | -0.3 | i | i | 5
NS(=O)(=O)c1cccc(NC(=S)NCc2ccc3c(c2)OCO3)c1 | i | . | i | i | i | i | i | . | i | i | .
Cc1ccc(OCc2ccc(C(=O)Nc3cc(C)on3)o2)c([N+](=O)[O-])c1 | i | 9 | i | i | i | i | i | -0.1 | i | i | -2
CC1(C)CC(O)CC(C)(C)N1CC(O)COCCOc1ccc(Br)cc1 (centres undefined) | i | -2 | i | i | i | i | i | 0.7 | i | i | -3
CCOc1ccc(OCCC(=O)N2CCc3cc(OC)c(OC)cc3C2)cc1 | i | -5 | i | i | i | i | i | -0.1 | i | i | -13
O=C(COC(=O)c1cc(NS(=O)(=O)c2cccs2)ccc1O)Nc1ccc(F)c(F)c1F | i | 2 | i | i | i | i | i | -0.4 | i | i | 19
O=S(=O)(c1ccc(F)cc1)N1CCN(CC2CC3C=CC2C3)CC1 (centres undefined) | i | 2 | i | i | i | i | i | 2.4 | i | i | -1
COc1ccc(S(=O)(=O)N2CCOCC2)cc1NC(=O)c1cccc2c(=O)c(C)c(-c3ccccc3)oc12 | i | -13 | i | i | i | i | i | 0.9 | i | i | 33
CC1CC(C)CN(S(=O)(=O)N2CCCC(C(=O)NC3CCCCC3)C2)C1 (centres undefined) | i | -3 | i | i | i | i | i | 0.3 | i | i | 2
O=C(CN(C(=O)c1csnn1)c1ccc(F)c(Cl)c1)NCc1ccc2c(c1)OCO2 | i | 2 | i | i | i | i | i | -0.4 | i | i | 2
C=CCOc1ccccc1CN1CCC(Cc2ccccc2)CC1 | i | -4 | i | i | i | i | i | -2.0 | i | i | -8
CCCN(CC(=O)Nc1ccc(Cl)cc1Cl)C(=O)/C=C/c1ccco1 | i | 4 | i | i | i | i | i | 1.4 | i | i | -2
COc1ccccc1NC(=O)c1ccc(NC(=O)COC(=O)C2CC2C)cc1 (centres undefined) | i | -10 | i | i | i | i | i | -0.1 | i | i | -2
COc1ccc(-c2csc(COC(=O)C(C)(C)C)n2)cc1 | i | 3 | i | i | i | i | i | 3.4 | i | i | 4
COc1ccc(N2CCN(C(=O)CSc3nnc(-c4cc5ccccc5cc4O)n3C)CC2)cc1 | i | 9 | i | i | i | i | i | -0.3 | i | i | -3
Cc1ccc(OCC(=O)NC2CC(C)(C)NC(C)(C)C2)c(C)c1 | i | -4 | i | i | i | i | i | 0.4 | i | i | 1
CCc1cccc(CC)c1NC(=O)COC(=O)CC1c2ccccc2CCN1S(=O)(=O)c1ccccc1 (centres undefined) | i | -3 | i | i | i | i | i | -0.4 | i | i | 6
COc1ccc2c(c1)N(S(=O)(=O)c1ccccc1)CCC2=O | i | -8 | i | i | i | i | i | -0.3 | i | i | -4
COc1ccc(C)cc1Nc1n[n+](-c2ccccc2)c(-c2c(Cl)cccc2Cl)s1 | i | -1 | i | i | i | i | i | -0.8 | -5.4* | i | 5
CCN(CC(=O)Nc1ccc(OC)cc1)C(=O)c1ccc(NS(=O)(=O)c2ccc(C(C)=O)cc2)cc1 | i | 0 | i | i | i | i | i | -0.2 | i | i | -1
C(=C\c1ccccc1)/CSc1nnc(-c2ccccn2)n1Cc1ccco1 | i | 7 | i | i | i | i | i | 1.3 | i | i | 18
COc1cccc(/C=N/Nc2ncnc3scc(-c4ccccc4)c23)c1OC | i | 2 | i | i | i | i | i | 0.0 | i | i | 7
Cc1cccc(C(=O)NCC(=O)N2CCOCC2)c1 | i | 9 | i | i | i | i | i | 0.1 | i | i | 51*
CCOc1ccccc1N(CC(=O)NC1CCCCC1)S(=O)(=O)c1ccc(C)cc1 | i | -26 | i | 9.2* | i | i | i | -0.3 | i | i | -10
O=C(C1=C[C@@H](c2coc3ccccc3c2=O)C[C@@H](OCCCCO)O1)N1CCN(Cc2ccc3c(c2)OCO3)CC1 | i | 3 | i | i | i | i | i | 0.5 | i | i | -3
Cc1cccnc1NC(=O)CNC(=O)c1cccs1 | i | 2 | i | i | i | i | i | 0.4 | i | i | -9
Cc1cc(C)nc(SCc2cc(=O)c(OC(=O)c3ccc(S(=O)(=O)N(C)C)cc3)co2)n1 | i | -2 | i | i | i | i | i | -0.7 | i | i | -1
CC(C)CNC(=O)c1nn(Cc2ccccc2)c(=O)c2ccccc12 | i | 15 | i | i | i | i | i | 0.0 | i | i | 1

No enrichment for hits. About 6.1% of those tested had a hit in this group.
